# Compound activity from PubChem.
# IL1B secr inh – blocks inflammasome-driven IL-1 beta release; THP-1 LPS/ATP IL-1B secretion, AlphaLISA, 16 h; stronger effect = lower value; activity change, % at 57.5 µM; 360,000 tested, 4.7% active; AID 743279; in the data active means activity change below about -50%; inconclusive means mostly about -30% to -49%; further: on the % scale 0 is the no-effect control and ±100 the full control effect
#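 Secreted IL-1B measured by AlphaLISA bead assay after 16 h compound exposure of THP-1 cells; compounds (final up to 57.5 uM) added 1 h before LPS (250 ng/mL) and ATP (1.25 mM) stimulation; lower signal means less secretion.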
# DRD3 agonist – agonists of human D3 dopamine receptor; P35462; D3R DiscoveRx beta-arrestin cells, luminescence, 90 min; max activation, %; 410,000 tested, 0.58% active; AID 652048; in the data active means max activation above about 30%; further: 0% is about no effect; mostly tested at two doses, the higher about 12 µM
# Target sequence (P35462 whole entry, looked up): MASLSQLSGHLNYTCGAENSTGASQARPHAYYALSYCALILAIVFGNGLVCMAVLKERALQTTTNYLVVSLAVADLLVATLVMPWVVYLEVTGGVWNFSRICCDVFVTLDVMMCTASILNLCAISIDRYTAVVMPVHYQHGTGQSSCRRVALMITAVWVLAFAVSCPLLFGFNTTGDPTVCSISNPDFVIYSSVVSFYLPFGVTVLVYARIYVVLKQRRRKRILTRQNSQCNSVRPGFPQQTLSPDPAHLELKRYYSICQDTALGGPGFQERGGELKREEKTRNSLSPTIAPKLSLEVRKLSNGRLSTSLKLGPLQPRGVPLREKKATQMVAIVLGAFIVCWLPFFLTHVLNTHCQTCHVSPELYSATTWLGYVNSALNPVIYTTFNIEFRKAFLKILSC
#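 Agonist-mode cell screen: cells plated at 1500/well and incubated overnight at 37 °C, then exposed to library compounds for 90 min at 37 °C. Detection reagent was added for 30–60 min at room temperature, and luminescence was read.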
# KB-V1 cytotox – KB-V1 MDR subline cytotoxicity | Potency, µM (highest dose often 46.1 µM), inactives show at the top dose activity change, negative = cytotoxicity, most hits filed as cytotoxic | AID 1347076 | KB-V1 MDR cells viability, CellTiter-Glo, 72 h | 400,000 tested, 3.4% active; further: potency means the concentration at half of the fitted maximal effect; on the % scale 0 is the no-effect control and ±100 the full control effect; nearly all actives have a fitted effect of over 60% in size
#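 qHTS viability screen in drug-selected KB-V1 MDR cells: 72 h compound treatment at 37 degrees C, ATP luminescence end point.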
# KB-3-1 cytotox – KB-3-1 parental cell cytotoxicity. KB-3-1 viability, CellTiter-Glo ATP luminescence, 72 h. Potency, µM (series often up to 46.1 µM), for the others: top-dose activity change, negative = cytotoxic, actives largely listed as cytotoxic. AID 1347075. 400,000 tested, 1.4% active; further: potency means the concentration at half of the fitted maximal effect; on the % scale 0 is the no-effect control and ±100 the full control effect; nearly all actives have a fitted effect of over 60% in size
#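 72 h, 37 °C compound treatment of KB-3-1 parental cells; CellTiter-Glo added, 10 min, luminescence read. Data corrected against DMSO-only plates and normalized before curve fitting.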
# SW480 rereplic – induces DNA re-replication in SW480 colon adenocarcinoma cells; SW480 DNA re-replication, Hoechst DNA content imaging, 48 h; Potency, µM (titrated, usually from 46.1 µM), without a hit: at the highest dose re-replication activation, most hits filed as activators; 340,000 tested, 1.8% active; AID 624297; further: potency means the concentration at half of the fitted maximal effect; % of control where 0% means no effect; nearly all actives have a fitted effect of over 55% in size
#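 Per well, 250 cells were exposed to pinned compound for 48 hr. Nuclear DNA was visualised with Hoechst (40 min, 37 C) and total object intensity recorded by fluorescence scanning.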
# HT1080-NT tox – kills 2HG-producing HT-1080-NT fibrosarcoma cells; Potency, µM (series often up to 46.1 µM), for inactives: top-dose activity, negative = less viability, usual class: cytotoxic; HT-1080-NT fibrosarcoma viability, CellTiter-Glo ATP luminescence, 48 h; 360,000 tested, 1.6% active;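 further: NT is the 2HG producing partner of a matched IDH1 knockdown line; potency means the concentration at half of the fitted maximal effect; 0% = DMSO-treated cells and -100% = media-only wells without cells; nearly all actives have a fitted effect of over 55% in size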
#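 A 48-hour cytotoxicity screen used HT-1080-NT cells plated 2 hours before compound delivery. ATP-based CellTiter-Glo luminescence measured viability, normalized to DMSO and no-cell controls.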
# GLP1R cytotox – cytotoxic in the GLP-1 receptor inverse agonist counter-screen. HEK293 cAMP-luciferase reporter cells, luminescence, 24 h. Potency, µM (doses to about 38.3 µM), without a hit: top-dose activity change, negative = inhibition, actives largely listed as inhibitors. 410,000 tested, 0.13% active;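 further: loss of luciferase light is scored as toxicity; potency means the concentration at half of the fitted maximal effect; on the % scale 0 is the no-effect control and ±100 the full control effect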
#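 Cells in DMEM/10% Nu serum/1% pen-strep, 1536-well format. Pre-incubated 12 h, dosed with 23 nL compound, incubated a further 24 h. Luciferase detection, 12 min at room temp, luminescence.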
# HT1080 IDH1KD tx – HT-1080 IDH1 knockdown cell toxicity (counter line); HT-1080 IDH1 knockdown viability, ATP luminescence, 48 h; Potency, µM (doses to about 46.1 µM), inactives show top-dose activity, negative = toxicity, hits mostly cytotoxic; 360,000 tested, 2% active;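 further: potency means the concentration at half of the fitted maximal effect; 0% = DMSO wells and -100% = cell-free medium wells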
#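 Knockdown cells (IDH1KD HT-1080) received compounds 2 h after plating at 750 cells/well and were kept 48 h at 37 °C in 5% FBS RPMI. A CellTiter-Glo luminescence read gave % activity for curve fitting.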
# MCF10A rerep – inducers of DNA re-replication in MCF 10A breast cells; AID 624296; MCF 10A DNA re-replication, Hoechst nuclear intensity, 48 h; Potency, µM (highest dose often 46.1 µM), for inactives: at the highest dose activity, positive = re-replication, hits mostly activators; 350,000 tested, 2.9% active; further: potency means the concentration at half of the fitted maximal effect; % of control where 0% means no effect; nearly all actives have a fitted effect of over 50% in size
# An asterisk follows results filed as active; i = inactive; ? = inconclusive; . = not tested or not shown; & = joins results of further samples; [ ] = dose if it differs, or a comment. Unless noted, the call rests on the fitted dose curve; in most records, active means well fitted curve in the direction sought with a large enough effect; inconclusive means small, poorly fitted or top-dose-only effect, or another doubt; inactive means no such curve, though single readings can be large; an effect the other way counts as inactive or inconclusive.
SMILES,IL1B secr inh,DRD3 agonist,KB-V1 cytotox,KB-3-1 cytotox,SW480 rereplic,HT1080-NT tox,GLP1R cytotox,HT1080 IDH1KD tx,MCF10A rerep
CCC(c1nnnn1Cc1ccco1)N1CCC(C(N)=O)CC1 (stereo not drawn),2,-4,16%,6%,1%,9%,-3%,20%,-4%
CCC1CCCCN1C(=O)CSc1nc2c([nH]c3ccccc32)c(=O)n1-c1cccc(OC)c1 (stereo not drawn),.,-6,-18%,?,.,.,-36%,.,.
CN1C(=O)c2ccccc2Sc2ccc(NC(=O)N3CCN(c4cccc(Cl)c4)CC3)cc21,.,-13,0%,-15%,.,.,-16%,.,.
O=C(OCC1CCCO1)c1ccc2c(c1)N(Cc1ccccc1F)C(=O)c1ccccc1S2(=O)=O (stereo not drawn),.,0,22%,2%,.,.,-3%,.,.
O=C(NCCc1ccc(Cl)cc1)c1ccc2nc[nH]c2c1,6,-6,-14%,-2%,-4%,0%,0%,-1%,17%
Cc1onc(-c2ccccc2)c1C(=O)N1CCC(C)CC1,14,3,6%,15%,-1%,10%,-1%,11%,-3%
CC1=C(C(=O)O)N2C(=O)C(NC(=O)c3nn(C)cc3Cl)C2SC1 (stereo not drawn),7,4,14%,-5%,-3%,1%,2%,2%,-3%
CCC(C)C1=CC(=Nc2c(C)n(C)n(-c3ccccc3)c2=O)C=C(C(C)CC)C1=O (stereo not drawn),5,0,0%,3%,2%,9%,-5%,4%,8%
Cc1cccc(OC(C)C(=O)Nc2ccc(S(=O)(=O)N3CCCC3)cc2)c1 (stereo not drawn),-11,-2,-11%,?,-2%,0%,-8%,0%,12%
Cc1ccc(NC(=O)CSc2n[nH]c(-c3ccncc3)n2)c(C)c1,28,-5,-2%,?,-22%,1%,6%,15%,-13%
O=C(Nc1nccs1)c1ccc(NC(=O)c2ccco2)cc1,-14,3,1%,?,-3%,25%,-17%,2%,1%
COc1ccc(CN2C(=O)C(CC(=O)NCC3CCCCC3)CC(C(=O)N3CCOCC3)=C2C)cc1 (stereo not drawn),3,4,-16%,12%,.,16%,-6%,3%,.
COc1cc(OC)cc(C(=O)NCCNC(=O)c2ccco2)c1,7,2,-5%,19%,-6%,13%,-5%,9%,0%
CN(C)c1cccc(C(=O)NCC(c2ccco2)N(C)C)c1 (stereo not drawn),14,-17,8%,11%,-2%,0%,2%,0%,6%
CC1CCCCN1C(=O)CSc1nc(N)nc(N)n1 (stereo not drawn),7,-10,2%,3%,4%,0%,-1%,-3%,0%
Cc1cc(C)c(NC(=O)CN2C(=O)NC3(CCOc4ccccc43)C2=O)c(C)c1 (stereo not drawn),4,0,3%,-2%,1%,-21%,-14%,-22%,-2%
O=C(COC(=O)c1cn(-c2ccccc2)nc1-c1cccs1)NC1CC1,-20,-1,-22%,-15%,-1%,-15%,-28%,-11%,11%
O=C(C1CCC(Cn2c(=O)c3sccc3n(Cc3ccccc3F)c2=O)CC1)N1CCOCC1 (stereo not drawn),.,7,6%,-7%,.,.,2%,.,.
OC(COc1ccc(Br)cc1)CN1CCOCC1 (stereo not drawn),-3,-8,15%,2%,-3%,1%,6%,1%,-7%
O=C1COc2ccc(C(=O)COC(=O)c3c(F)cccc3Cl)cc2N1,-24,7,0%,0%,-3%,6%[9.24 µM],10%,9%,-8%
CCN(CC(=O)Nc1ccccc1C(F)(F)F)C(=O)c1ccccc1Cc1ccccc1,-26,-25,?,-7%,5%,-6%,4%,-11%,17%
CCOC(=O)c1oc2ccc(OC)cc2c1NC(=O)CN1CCN(C)CC1,-19,-2,?,0%,2%,-1%,2%,-1%,3%
COc1cccc(C2NC(=O)c3ccccc3O2)c1OCc1ccccc1F (stereo not drawn),-24,2,0%,21%,-5%,-17%,3%[0.307 µM],-3%,0%
CN(C(=O)c1ccc(NC(=O)Cc2cccc(NC(=O)C3CCCN(C(=O)C4CCCCC4)C3)c2)cc1)C1CCCC1 (stereo not drawn),13,-9,9%,-1%,-2%,-3%,0%,-2%,-2%
CC(C)NC(=O)C(=O)Nc1ccc2c(c1)N(S(=O)(=O)c1cccs1)CCC2,4,-10,-25%,-10%,?,-12%,-2%,-15%,0%

# Six records drawn at random from the list so far:
SMILES,IL1B secr inh,DRD3 agonist,KB-V1 cytotox,KB-3-1 cytotox,SW480 rereplic,HT1080-NT tox,GLP1R cytotox,HT1080 IDH1KD tx,MCF10A rerep
CN(C)c1cccc(C(=O)NCC(c2ccco2)N(C)C)c1 (stereo not drawn),14,-17,8%,11%,-2%,0%,2%,0%,6%
CCOC(=O)c1oc2ccc(OC)cc2c1NC(=O)CN1CCN(C)CC1,-19,-2,?,0%,2%,-1%,2%,-1%,3%
O=C(Nc1nccs1)c1ccc(NC(=O)c2ccco2)cc1,-14,3,1%,?,-3%,25%,-17%,2%,1%
CCN(CC(=O)Nc1ccccc1C(F)(F)F)C(=O)c1ccccc1Cc1ccccc1,-26,-25,?,-7%,5%,-6%,4%,-11%,17%
CC(C)NC(=O)C(=O)Nc1ccc2c(c1)N(S(=O)(=O)c1cccs1)CCC2,4,-10,-25%,-10%,?,-12%,-2%,-15%,0%
OC(COc1ccc(Br)cc1)CN1CCOCC1 (stereo not drawn),-3,-8,15%,2%,-3%,1%,6%,1%,-7%

# Copied from the entries so far, 2 compounds:
SMILES,IL1B secr inh,DRD3 agonist,KB-V1 cytotox,KB-3-1 cytotox,SW480 rereplic,HT1080-NT tox,GLP1R cytotox,HT1080 IDH1KD tx,MCF10A rerep
CCC(c1nnnn1Cc1ccco1)N1CCC(C(N)=O)CC1 (stereo not drawn),2,-4,16%,6%,1%,9%,-3%,20%,-4%
CCC1CCCCN1C(=O)CSc1nc2c([nH]c3ccccc32)c(=O)n1-c1cccc(OC)c1 (stereo not drawn),.,-6,-18%,?,.,.,-36%,.,.

# (more compounds)
SMILES,IL1B secr inh,DRD3 agonist,KB-V1 cytotox,KB-3-1 cytotox,SW480 rereplic,HT1080-NT tox,GLP1R cytotox,HT1080 IDH1KD tx,MCF10A rerep
Cc1ccc(S(=O)(=O)N2CCC(C(=O)N3CCc4ccccc43)CC2)cc1,i,2,?,6%,-4%,14%,-3%,15%,18%
COc1ccc(N(CC(=O)NCc2ccccc2OC)S(=O)(=O)c2c(C)nn(C)c2C)cc1,-13,7,3%,-5%,-3%,20%,-6%,16%,-2%
COc1cccc(C(=O)O/N=C2\CCS(=O)(=O)c3sccc32)c1,5,-6,-2%,-4%,4%,-9%,-7%,-8%,-37%[inhibitor]
O=C(N/N=C/c1ccc(O)c(O)c1)N/N=C/c1ccc(O)c(O)c1,11,21,-29%,?,8%,-11%,?,-20%,4%
C[C@H]1CCC(=O)N([C@H](CN=[N+]=[N-])Cc2ccccc2)CC1,-5,-25,?,0%&-5%,-4%,0%,15%,-3%,6%
Cc1ccc(CN(C(=O)COc2ccc(Cl)cc2)c2ccccn2)o1,.,4,-2%,-1%,.,.,7%,.,.
COc1ccccc1NC(=O)C(C)OC(=O)Cn1cnc2c1c(=O)n(C)c(=O)n2C (stereo not drawn),-4,-3,-2%,3%,-71%,-6%,0%,-4%,-2%
CCOC(=O)C1=C(C)NC2=C(C(=O)c3ccccc32)C1c1ccc(O)cc1 (stereo not drawn),0,-4,?,2%,?,2%,-14%,7%,?
CCCS(=O)(=O)n1nc(-c2ccc(C)cc2)cc1N,0,-3,-9%,-7%,-13%,6%,-14%,4%,7%
FC(F)Oc1ccc(C2=Nn3c(nnc3-c3ccccc3Cl)SC2)cc1OCC1CC1,.,.,7%,-8%,-2%,.,.,.,1%
COc1ccc(CC(=O)Nc2c3c(nn2-c2cccc(C)c2C)CS(=O)C3)cc1 (stereo not drawn),13,2,9%,12%,3%,6%,-14%,17%,-1%
CCOC(=O)C(=O)c1cn(C2OCC(OC(C)=O)C(OC(C)=O)C2OC(C)=O)c2ccccc12 (stereo not drawn),0,7,?,-13%,-3%,4%,-4%,1%,-1%
COc1ccc(NC(=O)CSc2nnc(Cn3nnc4ccccc43)n2C)cc1,10,6,14%,-4%,-8%,-5%,3%,-18%,2%
CCc1nnc(SCC(=O)Nc2ccc3c(c2)OCO3)n1CC,i,-5,4%,-5%,-3%,-1%,8%,-10%,-15%
COC(=O)c1c(C)[nH]c(O)c1C=Nc1ccc(C#N)cc1,-25,1,0%,2%,-83%[inhibitor],-1%,-22%,-5%,-17%
CCOC(=O)c1ccc(Nc2ncnc3c2cnn3-c2cccc(Cl)c2)cc1,.,20,11%,3%,.,.,0%,.,.
CC(=O)c1cc(Cl)ccc1OCC(=O)NC1CCCC1,10,8,-6%,-9%,-34%,0%,0%,-9%,-2%
CCc1ccccc1OCCSc1nnc(-c2cc(OC)c(OC)c(OC)c2)o1,.,-8,-23%,-9%,.,.,-8%,.,.
COc1cc(/C=N/N=C2/NC(=O)C(Cc3ccc(F)cc3)S2)ccc1O (stereo not drawn),7,17,?,-2%,?,?,-18%,?,?
COc1ccc(N)cc1NC(=O)CN1CCCC1,9,2,-6%,-3%,0%,-13%,?,-9%,?
Cc1ccc(OCc2nc(-c3ccccc3)no2)c(C)c1,-13,5,10%,15%,-6%[9.22 µM],22%,5%,15%,-1%
O=C(c1cc2nc(-c3ccco3)cc(C(F)(F)F)n2n1)N1CCc2ccccc2C1,6,6,0%,-19%,21%,-4%,25%,-8%,29%
